Compound activity (PubChem)
B2AR arrestin: recruits beta-arrestin to the human beta2-adrenergic receptor | P07550 | beta-arrestin recruitment to beta2AR, cell-based reporter | Potency, µM (top dose mostly 46.1 µM), inactives show at the highest dose activation, usual class: activators | 330,000 compounds, 0.02% hits | AID 492947;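 also: potency is read from the fitted curve at half-maximal effect; 0% = DMSO controls and full agonism = EC100 isoproterenol or metaproterenol; nearly all actives have a fitted effect of over 65% in size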
uPA generation: blocks generation of uPA at the cell surface. cell surface uPA generation assay, qHTS. Potency, µM (series often up to 38.3 µM), for the others: top-dose activity change, negative = inhibition, actives largely listed as inhibitors. 330,000 compounds, 0.31% hits. AID 540303; active = well fitted inhibition curve with a large enough effect; inconclusive = small, poorly fitted or top-dose-only effect; inactive = no such curve, though single readings can be large or run the other way; tested in mouse RAW 264.7 cells; also: potency is read from the fitted curve at half-maximal effect; % is scaled to controls: 0 for no effect and ±100 for the full control effect; nearly all actives have a fitted effect of over 55% in size
BCR signal inh: chronic active BCR signaling inhibition. 340,000 compounds, 0.05% hits. Potency, µM (series often up to 46.1 µM), without a hit: at the top dose ratio change, negative = lower green/red ratio, most hits filed as inhibitors. ABC-DLBCL IkBa-CBG/CBR reporter, luminescence ratio, 4 h; active = well fitted inhibition curve with a large enough effect in the signal ratio, with a control signal flat, not every such curve was filed as active; inconclusive = small, poorly fitted or top-dose-only effect, or effect the other way, or a change in a side signal; the % refers to the signal ratio;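 also: potency is read from the fitted curve at half-maximal effect; plate controls were basal doxycycline-induced cells for no effect and cells given 10 µM MG132 for full effect; MG132 reads +100%, hits lower the ratio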
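Compounds up to 46 uM were incubated four hours with TMD8 cells whose green CBG68 luciferase is fused to IkappaBalpha; red CBR luminescence normalised the signal, and concentration-effect curves were fitted to fusion, red and ratio data.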
PTAP TSG101 blk: blocks PTAP/TSG101 interaction to inhibit HIV-1 budding. 340,000 tested, under 10 active. Potency, µM (top dose mostly 115 µM), without a hit: at the top dose activity change, negative = inhibition, most hits filed as inhibitors. Q99816. Fluorescence polarization, FITC-PTAP peptide / Tsg101 binding; active = well fitted inhibition curve with a large enough effect in the main read-out, with a control signal flat, not every such curve was filed as active; inconclusive = small, poorly fitted or top-dose-only effect, or effect the other way, or a change in a side signal; inactive = no such curve, though single readings can be large or run the other way; also: potency is read from the fitted curve at half-maximal effect; % of control where 0% means no effect
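Fluorescence polarization binding of Tsg101 binding domain (10 uM final) to FITC-labeled PTAP peptide (50 nM final) in HEPES pH 7.5 buffer with NaCl, Tween 20, EDTA, TCEP. Compounds added before peptide; binding 20 min at RT.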
Eya2 phos inh: Eya2 (human) phosphatase inhibition | O00167 | recombinant Eya2, OMFP fluorescence dephosphorylation (OMFP is methylfluorescein phosphate) | Potency, µM (series often up to 76.9 µM), without a hit: at the top dose activity, negative = inhibition, actives largely listed as inhibitors | 330,000 compounds, 0.006% hits | AID 488837; also: potency is read from the fitted curve at half-maximal effect; % is scaled to controls: 0 for no effect and ±100 for the full control effect
Target sequence (O00167 whole entry, looked up): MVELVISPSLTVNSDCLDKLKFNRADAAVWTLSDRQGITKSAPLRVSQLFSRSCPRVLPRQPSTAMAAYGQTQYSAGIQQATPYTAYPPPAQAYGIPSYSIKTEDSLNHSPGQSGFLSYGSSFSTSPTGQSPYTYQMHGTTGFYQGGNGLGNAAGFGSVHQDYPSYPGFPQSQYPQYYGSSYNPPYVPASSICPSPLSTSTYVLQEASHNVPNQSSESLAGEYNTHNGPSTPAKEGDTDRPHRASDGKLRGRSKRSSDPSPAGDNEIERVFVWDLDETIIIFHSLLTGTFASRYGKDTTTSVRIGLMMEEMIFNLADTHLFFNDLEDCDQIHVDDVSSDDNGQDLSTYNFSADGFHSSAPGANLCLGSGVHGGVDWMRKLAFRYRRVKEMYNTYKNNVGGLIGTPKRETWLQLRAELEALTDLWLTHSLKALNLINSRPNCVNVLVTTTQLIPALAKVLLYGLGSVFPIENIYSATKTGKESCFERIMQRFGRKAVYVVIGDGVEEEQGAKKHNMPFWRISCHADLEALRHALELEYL
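Eya2 (0.2 uM) preincubated 10 min at ambient with compound, then OMFP substrate added at 50 uM; 10 min reaction in 50 mM HEPES pH 7.5, 50 mM NaCl, 5 uM MgCl2, 0.05% BSA, 1 mM DTT. Fluorescence read at Ex 485/Em 525 nm.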
ELG1 repair inh: ELG1-dependent DNA repair inhibition. HEK293T ELG1-luciferase reporter, luminescence, 16 h; DNA damage induced by 5-fluorouridine. Potency, µM (top dose mostly 46.1 µM), for inactives: at the highest dose activity change, negative = inhibition, hits mostly inhibitors. 330,000 compounds, 2.3% hits; also: potency is read from the fitted curve at half-maximal effect; % is scaled to controls: 0 for no effect and ±100 for the full control effect; nearly all actives have a fitted effect of over 55% in size
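Cells (2,000 per well) received 5-fluorouridine plus test compound or DMSO and were incubated 16 hr at 37 °C, 5% CO2. Luciferase activity was read by luminescence 30 min after ONE-Glo addition; signal suppression marked inhibition of damage-induced ELG1 function.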
USP2a block: inhibitors of human ubiquitin-specific protease USP2a. USP2 core, Ub-CHOP2 coupled fluorogenic reporter, 485/531. O75604. AID 463254. Potency, µM (doses to about 38.3 µM), inactives show at the highest dose activity change, negative = inhibition, actives largely listed as inhibitors. 330,000 compounds, 0.01% hits;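 also: potency is read from the fitted curve at half-maximal effect; plate controls were DMSO wells for no effect and full inhibition by NEM control for full effect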
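Cell-free coupled assay: 10nM USP2 core preincubated 30min RT with compound in Tris-HCl pH 8.0/CaCl2/CHAPS buffer, then 25nM Ub-CHOP2 and 25nM reporter substrate; fluorescence (Ex 485/Em 531) read after 60min RT, normalized to NEM inhibition, concentration-response curves fitted.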
TCR act: activators of T cell receptors. primary human leukocytes, anti-CD3, IL-2 HTRF, 48 h. Potency, µM (titrated, usually from 9.22 µM), without a hit: at the top dose activation of IL-2 secretion, hits mostly activators. 330,000 tested, under 10 active. AID 504894; also: % of control where 0% means no effect
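Primary human leukocytes were stimulated with a-CD3 beads plus compounds for 48 hr without co-stimulation; secreted IL-2 was quantified by HTRF using a-IL-2-K (europium cryptate) and a-IL-2-d2, excited at 320nm with acceptor emission read at 665nm.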
TSHR antag: blocks TSH signaling through the human TSH receptor; TSHR-expressing cells, TSH-stimulated cAMP HTRF, 2 h; hits give low values; activity change, negative = inhibition, % at 11.5 µM; 330,000 compounds, 0.2% hits; AID 504810;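 active = activity change below a set negative limit, meaning inhibition stronger than a set level, cut at about -70% in these data; inconclusive = activity change between two set negative limits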; also: % is scaled to controls: 0 for no effect and ±100 for the full control effect
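TSHR-expressing cells, 200/well, pre-treated with compound, then stimulated with EC80 TSH (4nM final) for 2 hours at 37 deg C. cAMP measured by competitive HTRF: anti-cAMP cryptate antibody in lysis buffer plus cAMP-d2, read after 30 minutes at room temperature.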
Tb PFK inh: blocks T. brucei phosphofructokinase | Potency, µM (highest dose often 57.5 µM), inactives show at the top dose activity, negative = inhibition, actives largely listed as inhibitors | O15648 | T. brucei PFK, ADP-Glo luminescence | 330,000 compounds, 0.17% hits;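 also: potency is read from the fitted curve at half-maximal effect; 0% = uninhibited 1x PFK enzyme wells and -100% = no-enzyme wells; nearly all actives have a fitted effect of over 60% in size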
Target sequence (O15648 whole entry, looked up): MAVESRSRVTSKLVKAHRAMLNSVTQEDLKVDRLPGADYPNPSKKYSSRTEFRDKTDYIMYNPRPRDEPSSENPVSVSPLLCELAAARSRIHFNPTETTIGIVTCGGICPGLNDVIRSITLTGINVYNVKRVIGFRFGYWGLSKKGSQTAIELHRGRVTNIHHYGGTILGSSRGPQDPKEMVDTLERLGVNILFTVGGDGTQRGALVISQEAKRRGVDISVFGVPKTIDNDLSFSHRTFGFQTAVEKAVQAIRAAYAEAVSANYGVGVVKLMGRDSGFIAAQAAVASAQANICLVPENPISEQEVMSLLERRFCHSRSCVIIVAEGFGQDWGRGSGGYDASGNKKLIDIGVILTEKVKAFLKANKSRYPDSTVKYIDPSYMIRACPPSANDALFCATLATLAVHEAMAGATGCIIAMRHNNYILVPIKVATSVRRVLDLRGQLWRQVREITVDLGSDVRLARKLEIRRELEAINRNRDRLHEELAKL
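PFK 1.25 nM, F6P 0.5 mM, ATP 0.1 mM, 0.1 M TEA pH 8.0, 5 mM MgCl2, 0.01% Tween20, 0.1% BSA; 45 min RT. ADP-Glo readout. qHTS titration up to 57 uM; curves fitted, compounds curve-classed.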
Mito fusion yeast: mitochondrial division inhibition or fusion activation. S. cerevisiae fusion-defective mutant growth rescue, CellTiterGlo 48 h. Potency, µM (doses to about 46.1 µM), for the others: at the top dose growth rescue (activation), usual class: activators. 320,000 compounds, 0.23% hits. AID 485298;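 also: potency is read from the fitted curve at half-maximal effect; % of control where 0% means no effect; nearly all actives have a fitted effect of over 45% in size; temperature-sensitive fusion mutants such as fzo1-1 at 37 °C on non-fermentable ethanol glycerol medium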
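Read-out: ATP-based luminescence (CellTiterGlo, 10 min ambient) reporting growth of fusion-defective ts yeast after 48 hours at 37C on glycerol/ethanol YPEG medium in the presence of compound.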
Numbers without * were called inactive; ? = inconclusive; / = no result given; [ ] = dose if it differs, or a comment. Unless noted, calls follow the shape of the dose curve; as a rule, active = well fitted curve in the direction sought with a large enough effect; inconclusive = small, poorly fitted or top-dose-only effect, or another doubt; inactive = no such curve, though single readings can be large; an effect the other way counts as inactive or inconclusive.

Structure,PTAP TSG101 blk,Eya2 phos inh,Mito fusion yeast,uPA generation,BCR signal inh,ELG1 repair inh,B2AR arrestin,TSHR antag,Tb PFK inh,TCR act,USP2a block
C#CCOCCOCCOCCNc1nc(N2CCOCC2)nc(N2CCN(C(=O)Cn3cc(CCCN=C(N)N)nn3)CC2)n1,-4%,-19%,0%,2%,-2%,11%,-0.6%,-1,4%,0%,-9%
COc1ccc(C(=O)CSc2nc(C(C)(C)C)nc3ccccc23)cc1,-2%,8%,12%,11%,?,-13%,3.3%,-35,0%,-119%,5%
CCOC(=O)C1CCN(C(=O)CSCc2nc(-c3ccc(OCC)cc3)oc2C)CC1,-3%,2%,-3%,-14%,?,-28%,0.5%,-20,-2%,2%,1%
COc1ccc(C(C)=O)cc1CSc1nnnn1-c1ccc(O)cc1,-4%,7%,2%,1%,-24%,?,0.0%,-12,0%,3%,-4%
CC(NC(=O)c1ccccc1SCC(=O)N1CCCC1)c1ccc(F)cc1 (configuration not stated),/,1%,5%,0%,-18%,-11%,-0.1%,-9,0%,5%,0%
CCCNS(=O)(=O)c1cc(Cl)ccc1OC,-3%,11%,4%,-5%,?,10%,-0.5%,20,-5%,-2%,-1%
COc1ccc(OC)c(NC(=O)c2ccc(S(=O)(=O)N3CCOCC3)cc2)c1,-1%,-4%,-2%,6%,2%,-10%,0.1%,-3,0%,-14%,1%
CCCCc1nc2cc(C(=O)NCc3cn(C)nc3C)ccc2o1,-7%,-6%,3%,-6%,?,-10%,0.1%,-19,6%,1%,0%
CCSC1=N/C(=C\c2ccccc2)C(=O)N1,1%,3%,12%,-2%,5%,1%,-0.4%,-8,1%,1%[46.1 µM],-2%
COc1ccc(CCNC(=O)C2CCCN(S(=O)(=O)c3ccc(F)cc3)C2)cc1OC (configuration not stated),-1%,-10%,0%,-5%,-1%,-18%,0.0%,1,-10%,5%,1%
CCNC(=O)COC(=O)CCC(=O)c1cccs1,-1%,0%,16%,-1%,2%,?,0.1%,21,8%,1%[46.1 µM],-2%
Clc1c(Cl)c(Cl)c2n[nH]nc2c1Cl,-24%,2%,21%,-2%,?,?,2.0%,?,-17%,5%,-5%
Cc1cc(C(=O)N/N=C2\CCCC(=O)C2)c(C)n1-c1ccccc1,1%,-16%,-4%,-10%,-6%,?,0.4%,-1,-4%,5%[46.1 µM],-1%
O=C(C[C@@H]1C/C=C\CCCC(=O)OC[C@@H]2CCCN2C1=O)N[C@@H](CO)Cc1ccccc1,/,4%,/,3%,2%,9%,-0.2%,-6,5%,-4%,2%
CCOc1ccccc1C(=O)NCC(=O)NCCCc1ccccc1,0%,-4%,6%,5%,-14%,-6%,-0.1%,-6,-4%,-4%,-1%

Next part:
Structure,PTAP TSG101 blk,Eya2 phos inh,Mito fusion yeast,uPA generation,BCR signal inh,ELG1 repair inh,B2AR arrestin,TSHR antag,Tb PFK inh,TCR act,USP2a block
COCCN(CC1CCCN(C2Cc3ccccc3C2)C1)C(=O)CCC(C)=O (configuration not stated),-3%,-1%,1%,-7%,-6%,12%,-0.1%,34,1%,7%,-1%
CCC(Oc1ccccc1)C(=O)NCc1cccnc1 (configuration not stated),0%,-14%,-2%,4%,1%,9%,3.4%,6,-1%,-4%,0%
CCc1ccccc1NC(=O)CNC(=O)CNC(=O)c1cccs1,-4%,-13%,-1%,6%,-6%,21%,-0.3%,2,0%,/,4%
CCOC(=O)N1CCC(Nc2c(Nc3ccc(F)cc3)c(=O)c2=O)CC1,-3%,-34%,-4%,-1%,?,2%,0.3%,-6,5%,-4%,-1%
COc1ccc2cc(CCC(C)=O)ccc2c1,0%,-3%,?,?,?,/,-0.2%,-7,-3%,1%,0%
COc1cc(Cl)nn(-c2ccccc2)c1=O,-1%,0%,7%,1%,0%,9%,-0.3%,18,-4%,1%[46.1 µM],0%
O=C(NCc1n[nH]c(=O)c2ccccc12)C1CC(=O)N(c2ccc(Cl)cc2)C1 (configuration not stated),-4%,6%,7%,1%,?,3%,2.9%,13,11%,-3%,-4%
O=C(N/N=C1\CC2CC=CC12)c1ccc(Br)cc1 (configuration not stated),0%,7%,2%,5%,2%,0%,-0.1%,10,1%,-5%,1%
CCOc1ccccc1-n1c(SCC(N)=O)nnc1-c1ccc(O)cc1,-2%,-13%,0%,/,-6%,6%,0.0%,5,-3%,-6%,-1%
CCOC(=O)C(C)On1c(-n2nc(C)cc2C)nc2ccccc2c1=O (configuration not stated),0%,9%,-14%,?,?,-29%,0.0%,7,-3%,-2%,-1%
Cc1cc(C)cc(N(CC(=O)NCc2ccc3c(c2)OCO3)C(=O)CCC(=O)Nc2ccccn2)c1,0%,-7%,-2%,-2%,0%,?,-0.1%,7,1%,8%,2%
CCOc1cc(C(=O)Nc2cnccn2)cc(OCC)c1OCC,-6%,15%,-6%,-29%,1%,?,0.3%,3,5%,/,1%
COc1ccc(Cl)cc1NC(=O)CS(=O)(=O)c1cccc2nsnc12,-5%,1%,-2%,-1%,6%,1%,0.9%,-4,3%,1%,3%
COc1ccc(Cl)cc1C(=O)NNC(=O)COC(=O)CC(NC(C)=O)c1ccccc1 (configuration not stated),-2%,5%,-4%,4%,-6%,0%,-1.5%,-3,0%,/,1%
CCc1cc(=O)oc2c3c(cc(OCC(=O)NCCCCCC(=O)O)c12)OC(C)(C)CC3,-5%,9%,13%,1%,?,?,0.4%,-2,1%,-2%,5%

Next section
Structure,PTAP TSG101 blk,Eya2 phos inh,Mito fusion yeast,uPA generation,BCR signal inh,ELG1 repair inh,B2AR arrestin,TSHR antag,Tb PFK inh,TCR act,USP2a block
CC1CCCN(CCCNC(=O)c2ccc3c(c2)N(Cc2ccc(F)cc2)C(=O)c2ccccc2S3=O)C1 (configuration not stated),-7%,?,-2%,-8%,?,6%,-0.4%,2,-3%,-14%,0%
CC(C)c1csc2nc3n(c(=O)c12)CCCCC3,-6%,4%,-1%,-5%,?,?,0.1%,-7,-4%,1%,0%
O=C(COc1ccc2c(-c3ccccc3)cc(=O)oc2c1)NCCCn1ccnc1,-4%,-1%,0%,-6%,?,?,-0.3%,5,1%,2%,-1%
O=C(Nc1ccc(Cl)cc1)N1CC=CCC1,2%,1%,8%,-2%,?,?,-0.1%,14,2%,1%,2%
COc1ccc(C(=O)Nn2cnc3ccccc3c2=O)cc1[N+](=O)[O-],-4%,6%,-2%,-2%,1%,4%,0.2%,5,-8%,0%,-7%
COc1ccc(-n2c(SCC(C)=O)nc3sc(C)c(C)c3c2=O)cc1,0%,11%,-3%,3%,-3%,-24%,0.2%,-5,3%,/,2%
CCCNC(=O)c1cc(-c2ccc(OC)cc2)n(CCCOC)c1C,-1%,-14%,-6%,-7%,-6%,-1%,-0.6%,-10,12%,5%[46.1 µM],3%
CCn1c(=O)cc(SCC(=O)Nc2cccnc2)c2ccccc21,-9%,3%,2%,/,?,?,0.5%,-7,-1%,/,4%

3 entries from above, ordered by the value under Tb PFK inh, highest first.
Compound	Tb PFK inh
O=C(COc1ccc2c(-c3ccccc3)cc(=O)oc2c1)NCCCn1ccnc1	1%
CC1CCCN(CCCNC(=O)c2ccc3c(c2)N(Cc2ccc(F)cc2)C(=O)c2ccccc2S3=O)C1 (configuration not stated)	-3%
COc1ccc(C(=O)Nn2cnc3ccccc3c2=O)cc1[N+](=O)[O-]	-8%

Random draw from the library; about 3% have a hit in one of these screens.
